# Screens: PubChem, Sanford-Burnham Center for Chemical Genomics
# UBC13 polyUb – inhibitors of human UBC13 polyubiquitin chain formation; inhibition, % at 20 µM; AID 485273; P61088; TR-FRET; hit rate 0.47% among 330,000; in the data active means inhibition above about 45%, passing the limit was not always enough
# Target sequence (P61088 whole entry, looked up): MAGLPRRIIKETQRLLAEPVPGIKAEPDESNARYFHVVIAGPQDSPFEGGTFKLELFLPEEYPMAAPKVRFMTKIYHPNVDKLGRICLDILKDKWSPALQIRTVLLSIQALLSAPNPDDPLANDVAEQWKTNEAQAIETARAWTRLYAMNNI
# 697 NFkB inh – lowers PMA/ionomycin-induced NF-kB signal in 697 B cells; inhibition, % at 4 µM; AID 435022; hit rate 0.33% among 330,000; 697 B-cell NF-kB luciferase reporter, 16 h; in the data active means inhibition above about 35%
# HKDC1 inhibitor – blocks human hexokinase HKDC1 activity; Q2TB90; recombinant HKDC1, G6PDH/diaphorase resazurin coupled fluorescence; inhibition, % at 20 µM; hit rate 0.16% among 340,000; AID 493160;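 active means inhibition above about 35% when tested at 20 µM, limit read from the data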;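 further: plate controls were DMSO wells with enzyme for no effect and DMSO wells lacking enzyme for full effect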
#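 Assay system: recombinant HKDC1 hexokinase; detection: coupled resazurin fluorescence, excitation 525 nm, emission 613 nm; benchmarks: DMSO-plus-enzyme-mix negative control, buffer-substituted positive control; compound dosing: single 20 µM dose; schedule: 90 min at room temperature in dark; also added: glucose plus 1 mM ATP as hexokinase substrates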
# Apaf-1 inh – human Apaf-1 inhibition | O14727 | reconstituted apoptosome caspase-3 activity, DEVD-Rh110 fluorescence | inhibition, % at 20 µM | hit rate 0.71% among 330,000; active means inhibition of at least 40% at 20 µM;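 further: plate controls were DMSO wells for no effect and DEVD-CHO caspase inhibitor wells for full effect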
#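 Material: cell-free apoptosome with Apaf-1, procaspase-3 and caspase-9; Buffer or medium: Hepes pH 7.5 with detergent and BSA; Reagent: cytochrome c trigger plus (Z-DEVD)2-Rh110 caspase-3 substrate; Times: compound with Apaf-1, dATP, procaspase-3 30 min, then 50 min reaction, room temperature; Technique: Rh110 fluorescence intensity.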
# Gli-Sufu antag – antagonists of Gli-Sufu signaling; Sufu-KO-LIGHT fibroblasts, Gli luciferase reporter luminescence; inhibition, % at 5 µM; hit rate 0.74% among 340,000;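 active means inhibition above about 55%, limit read from the data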;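 further: 0% = DMSO-treated cells and 100% = wells with medium but no cells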
# SENP7 block – SENP7 protease inhibition | Q9BQF6 | inhibition, % at 5 µM | hit rate 1.5% among 330,000 | recombinant SENP7, Z-RLRGG-aminoluciferin luminescence, 40 min | AID 434973;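 active means inhibition above about 50% at the single test dose, limit read from the data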;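 further: plate controls were DMSO with enzyme for no effect and no enzyme buffer wells for full effect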
# Target sequence (Q9BQF6 706-1050 limits assumed): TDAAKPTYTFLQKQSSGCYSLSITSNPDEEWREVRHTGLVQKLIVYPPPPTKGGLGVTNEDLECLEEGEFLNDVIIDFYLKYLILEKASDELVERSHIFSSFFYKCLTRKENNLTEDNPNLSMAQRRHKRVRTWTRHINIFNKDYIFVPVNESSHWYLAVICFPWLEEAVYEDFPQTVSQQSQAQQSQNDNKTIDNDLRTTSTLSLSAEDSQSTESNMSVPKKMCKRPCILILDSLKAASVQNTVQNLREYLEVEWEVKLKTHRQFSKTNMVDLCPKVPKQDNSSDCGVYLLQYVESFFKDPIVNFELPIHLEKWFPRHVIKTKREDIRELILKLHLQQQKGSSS
# SENP8 inh – SENP8 protease inhibition; hit rate 1.2% among 330,000; Q96LD8; AID 2540; inhibition, % at 10 µM; purified SENP8, Z-RLRGG-aminoluciferin cleavage, luminescence
# Target sequence (Q96LD8 whole entry, looked up): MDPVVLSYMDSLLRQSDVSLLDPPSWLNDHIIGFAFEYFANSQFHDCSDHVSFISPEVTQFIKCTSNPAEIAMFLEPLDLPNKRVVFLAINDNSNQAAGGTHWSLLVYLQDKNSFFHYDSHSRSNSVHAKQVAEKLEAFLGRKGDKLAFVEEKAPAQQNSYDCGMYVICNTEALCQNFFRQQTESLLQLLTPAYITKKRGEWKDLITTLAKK
# Jurkat NFkB inh – inhibitors of the PMA/ionomycin-induced NF-kB reporter in Jurkat cells | AID 435003 | hit rate 0.53% among 330,000 | PMA/ionomycin-induced NF-kB luciferase reporter, luminescence | inhibition, % at 4 µM
# * hit, by the source's call; i = inactive. Unless noted, no stated cut-off is given here; in the data, active means inhibition above about 50%; inactive means the rest.
# Fields: UBC13 polyUb	697 NFkB inh	HKDC1 inhibitor	Apaf-1 inh	Gli-Sufu antag	SENP7 block	SENP8 inh	Jurkat NFkB inh
Cc1ccccc1OC(C)C(=O)NCCC1=CCCCC1 (stereo not given)
  -9	-4	1	12	-1	2	8	2
COc1ccc(OCc2cc(C(=O)NCC(C)(C)N3CCOCC3)no2)c(Cl)c1
  1	-62	-5	7	8	-1	9	-8
Cc1cc2cc(CNC(=O)NC3CCCCC3)ccc2[nH]1
  -1	17	-9	-8	-13	-6	3	-7
CCOc1ccc(CN(C)C(=O)CNC(=O)c2cc(OC)c(OC)c(OC)c2)cc1
  1	2	-4	6	1	6	-6	14
COc1ccc2c(c1)oc(=O)c1ccccc12
  18	-7	0	-4	-14	-9	2	5
Cc1cc(NC(=O)CSc2cn(CCNC(=O)c3ccc(Cl)cc3)c3ccccc23)no1
  6	-68	2	3	9	0	5	-24
CCOCC(=O)Nc1ccccc1C(=O)O
  2	11	14	-7	-9	-4	-3	-3
COc1ccccc1C(=O)N/C(=C\c1cn(S(=O)(=O)N(C)C)c2ccccc12)C(=O)N1CCOCC1
  -1	-15	-2	-4	12	-6	-9	11
CCOc1ccc2nc(SCC(=O)NCc3ccc(S(N)(=O)=O)cc3)[nH]c2c1
  2	12	-3	-10	-7	2	2	-9
COCCNC(=O)COc1cccc2c1OC(C)(C)C2
  2	16	-10	-1	-3	7	6	5
O=C1CC(c2ccc(O)cc2)Oc2cc(O)ccc21 (stereo not given)
  7	10	1	6	-1	8	15	7
CCOc1ccc(/C(C)=N/N2C(=O)C(CC(=O)Nc3ccc(OC)cc3[N+](=O)[O-])SC2=Nc2cccc(C)c2C)cc1 (stereo not given)
  -12	-39	2	-1	-22	-5	-5	-10
Cc1ccc(CS(=O)Cc2ccc(C(=O)NCCc3ccccc3)o2)cc1 (stereo not given)
  1	-25	1	-3	-5	3	1	-3
O=C(CCN1C(=O)C2C3C=CC(C3)C2C1=O)N1CCN(c2ccccn2)CC1 (stereo not given)
  3	6	-5	-18	3	8	6	8
COc1ccc(C2=CC(c3cc(OC)c(OC)c(OC)c3)NC(=S)N2)cc1 (stereo not given)
  -2	-9	-1	0	-5	-4	-3	3
COc1cccc(-c2nc(NCC3CCCO3)c3ccccc3n2)c1O (stereo not given)
  -8	-6	-1	16	24	-6	-7	-26
CCOC(=O)c1c(NC(=O)CSc2nc3ccccc3s2)sc(C)c1C
  -14	-14	3	9	-6	3	5	-5
Cc1nn(C(C)C(=O)NCCc2ccco2)c(=O)c2nn(-c3ccccc3)c(C)c12 (stereo not given)
  1	-7	-2	-8	-5	2	1	0
CCOc1ccc2[nH]c(=O)c(CN(CCCO)S(=O)(=O)c3ccc(F)cc3)cc2c1
  5	-14	-3	6	-1	2	-1	-27
CC(C)C(=O)NN1c2ccccc2CCc2ccccc21
  -1	-26	-3	0	0	-1	-4	1
CC(C)CCNC(=O)c1cc2c(=O)n3ccccc3nc2s1
  22	-27	4	5	-30	-2	-10	-39
CCN(CC)C(=O)Cn1cc(S(=O)(=O)CC(=O)NCc2ccccc2)c2ccccc21
  -3	0	3	8	-2	8	-1	-19
CC(=O)OCc1c(C(F)(F)F)nn(C)c1Oc1ccccc1
  -2	5	-7	10	-3	4	2	-2
COc1ccc(N2CCN(C(=O)c3ccc4c(c3)CC(c3ccccc3)OC4=O)CC2)cc1 (stereo not given)
  -2	6	0	25	-3	-2	5	15
Cc1c(Cl)c(-c2n[nH]c(=S)n2Cc2ccco2)nn1C
  7	15	-10	-6	-9	4	3	-2
O=C(Cn1nnc(-c2ccccc2)n1)N/N=C/c1ccc(-c2ccc(Cl)cc2)o1
  -21	-64	-10	-3	-3	-7	0	-2
CCN1CCN(c2nc(Nc3cccc(F)c3)nc(N)c2[N+](=O)[O-])CC1
  2	-22	-4	-10	4	-9	-5	-25
N/C(=N\c1nc2c(c(=O)[nH]1)CCC2)Nc1cccc2ccccc12
  2	19	-7	0	17	11	5	18
O=S(=O)(Nc1cccnc1)c1ccc(Cl)cc1
  5	12	0	-1	-12	-3	-2	3
O=C(NCCOc1ccccc1)C(=O)c1c[nH]c2ccccc12
  22	-13	-1	-19	-10	-3	-5	-5
COc1cccc(NC(=S)N(CCCN2CCOCC2)C(C)c2cc3ccccc3o2)c1 (stereo not given)
  1	-6	-8	-7	4	7	4	4
O=C1CNCc2[nH]c3ccccc3c2N1c1ccccc1
  -4	-12	5	13	1	0	2	-1
CCOC(=O)C1CCCN(C(=O)Cn2sc3nc(C)cc(C)c3c2=O)C1 (stereo not given)
  -21	17	1	1	-5	3	0	19
CCCCOC1(c2ccccc2)OC(=O)c2ccccc21 (stereo not given)
  0	3	-3	-4	2	-6	2	-9
COCCN1C(=O)c2oc3ccccc3c(=O)c2C1c1ccc(C(=O)OC)cc1 (stereo not given)
  0	12	-8	-4	-2	-8	-3	0
Cc1cc(C)cc(NC(=S)N(CCN(C)C)Cc2cccs2)c1
  11	11	-5	4	5	4	-1	-6
COc1cc(C(c2nnnn2C2CCCC2)N2CCN(C(=O)c3ccco3)CC2)cc(OC)c1OC (stereo not given)
  0	14	1	3	-18	3	3	-14
O=[N+]([O-])c1ccc(NC2CCCC2)cc1
  -4	4	-5	-7	4	-1	-7	2
Fc1ccc(-n2nnnc2-c2cnc(-c3cccs3)nc2C(F)(F)F)cc1
  -1	-45	1	18	51	-11	-5	12
Cc1ccc(CNc2nc(-c3cccnc3)nc3ccccc23)cc1
  -3	-22	-1	37	22	2	-10	4
COc1cc(C2NC(=O)NC(C)=C2C(=O)OC2CCC(C)CC2)ccc1O (stereo not given)
  -8	-21	1	11	2	-15	-13	-20
CCOCCCNC(=O)c1cc(C)nn1-c1ccccc1
  -2	6	-3	7	3	4	-1	11
CCOC(=O)c1ccc(Oc2ccc(C(F)(F)F)cn2)cc1
  -2	-29	-5	7	-13	-4	-12	-14
Cc1cc(=O)oc2cc(OCC(=O)N3CCN(c4ccc(F)cc4)CC3)c(Cl)cc12
  -5	-6	-8	10	7	-1	0	6
C[C@@H](C(=O)OCC(=O)NCCc1ccc(S(N)(=O)=O)cc1)N1C(=O)C2CCCCC2C1=O (stereo not given in full)
  -2	10	17	-3	-7	8	3	-1
N#CCCN(C(=O)COC(=O)c1ccc(S(=O)(=O)N2CCCC2)cc1)c1cccc(Cl)c1
  -1	1	-3	9	-4	2	1	11
C/C(=N\NC(=O)c1nnn(-c2nonc2N)c1C)c1ccc(OCc2ccccc2)cc1
  -10	-87	-2	-1	-12	-2	5	-37
CCOC(=O)C1CCN(S(=O)(=O)Cc2ccccc2)C1=O (stereo not given)
  -1	27	-10	5	-16	-6	5	-9
CCC(NC(=O)c1cc(COc2ccc(C)nc2)on1)c1ccc(C)cc1 (stereo not given)
  -4	-34	0	19	8	11	-6	6
CCCN(CCC)C1Sc2ccc(C(=O)OC)cc2NC1=O (stereo not given)
  -24	-5	-12	-1	4	-8	-9	-10
CCC(CO)Oc1cc(NCc2ccccc2)c2ncn(C(C)C)c2c1 (stereo not given)
  2	-1	16	33	5	11	-1	11
CCOc1cc(/C=N\Nc2nc(-c3ccc(C)cc3)c(NC(C)=O)s2)ccc1O
  -20	4	2	5	-4	-6	-7	-5
O=C(NCc1ccc(Cl)cc1)C(=O)NCC(c1cccnc1)N1CCN(c2ccc(F)cc2)CC1 (stereo not given)
  -10	-43	17	22	34	-5	-10	14
CCOC(=O)CSc1nc(-c2ccccc2)ns1
  -9	15	3	9	-14	8	-2	4
CS(=O)(=O)c1ccc2nc(NC(=O)CCN3C(=O)c4ccccc4C3=O)sc2c1
  -1	-1	-4	-5	1	-2	-10	8
COc1ccc(CN(CCN2CCOCC2)C(=O)c2c(F)cccc2F)cc1OC
  18	14	-13	-8	-6	-9	10	6
C=CCc1cc(/C=C2/NC(=O)NC2=O)cc(OCC)c1O
  -6	15	-7	10	-2	2	-1	-9
CN(C)C(=O)c1ccc(NC(=O)c2cccc(S(=O)(=O)N3CCCc4ccccc43)c2)cc1
  3	-4	2	14	12	-4	14	21
CCCn1c(Oc2ccccc2)nc2c1c(=O)n(C)c(=O)n2C
  -3	-26	-1	-4	4	-4	-6	-9
COC(=O)N/N=C/c1ccc(Oc2ccccc2)cc1
  -7	-55	-3	7	-42	2	-7	-53

# Five of the entries above in order of their number in HKDC1 inhibitor, descending:
SMILES	HKDC1 inhibitor
CCOC(=O)CSc1nc(-c2ccccc2)ns1	3
C/C(=N\NC(=O)c1nnn(-c2nonc2N)c1C)c1ccc(OCc2ccccc2)cc1	-2
N#CCCN(C(=O)COC(=O)c1ccc(S(=O)(=O)N2CCCC2)cc1)c1cccc(Cl)c1	-3
C=CCc1cc(/C=C2/NC(=O)NC2=O)cc(OCC)c1O	-7
CCOC(=O)C1CCN(S(=O)(=O)Cc2ccccc2)C1=O (stereo not given)	-10

# Carrying on:
# Fields: UBC13 polyUb	697 NFkB inh	HKDC1 inhibitor	Apaf-1 inh	Gli-Sufu antag	SENP7 block	SENP8 inh	Jurkat NFkB inh
CC(=O)c1c(C)n([O-])c2cc(F)c(F)cc2[n+]1=O
  -1	17	9	1	-9	-3	-3	2
COc1ccc(CCN2C(=NC(=O)C(C)C)SC3CS(=O)(=O)CC32)cc1OC (stereo not given)
  7	12	-1	-13	1	-6	1	15
N#Cc1c(-c2ccccc2)ccnc1Oc1ccccc1
  -17	-45	-4	15	-36	0	-10	-39
Cc1cccc(NS(=O)(=O)c2c(C)nc3scc(C)n3c2=O)c1
  -13	-9	-5	0	16	-15	-12	5
Nn1c(SCC(=O)Nc2ccc3c(c2)CCC3)nnc1C1CC1
  -16	10	-6	-2	7	-7	7	-9
NC(=O)c1cc([N+](=O)[O-])ccc1NCCN1C(=O)c2ccc(C(=O)O)cc2C1=O
  -8	12	-1	-6	6	-2	0	-12
COc1ccc(OC)c(S(=O)(=O)N/N=C\c2cn(CC(N)=O)c3ccccc23)c1
  -6	-16	-4	5	-4	-6	0	15
COc1ccc(C(=O)Nc2ccc(CN3CCS(=O)(=O)CC3)cc2)cc1
  -4	-5	-5	-13	-1	-5	-4	-2
CC(C)CNC(=S)NNC(=O)c1csc2c1CCC(C)C2 (stereo not given)
  -24	-23	3	13	-13	-4	-13	-14
O=Nc1ccc(O)c2ncccc12
  -13	i	8	35	38	-2	-3	60*
CCOC(=O)c1cc(NC(=O)Nc2ccc(OC)c(OC)c2)c(C)nc1C
  20	-4	-3	-1	-3	5	-7	6
CC(=O)Nc1cccc(NS(=O)(=O)Cc2ccc(Cl)cc2)c1
  3	-16	-1	-10	-1	4	0	-1
COc1ccc(CCNC(=S)NC(=O)/C=C/c2ccc(C)cc2)cc1OC
  -5	6	-6	-13	-1	-2	8	-5
CC(Sc1nc(N)cc(=O)[nH]1)C(=O)NNC(=O)c1cccc(Cl)c1 (stereo not given)
  -6	13	-3	11	4	-13	-11	-17
CN1CCN(C(=O)c2ccc(-c3ccccc3)cc2)CC1
  4	-7	-3	-6	-6	-1	-5	-4
CCCCn1c(N)c(N(CC(C)C)C(=O)CN(C)S(=O)(=O)c2ccc(NC(C)=O)cc2)c(=O)[nH]c1=O
  -6	23	-3	-2	-14	-14	3	-11
Cc1cccc(NC(=O)c2ccc(C(=O)c3ccccc3)cc2)n1
  28	-25	-1	15	-24	41	13	-58

# Nothing new here: entries from further up.
# Fields: UBC13 polyUb	697 NFkB inh	HKDC1 inhibitor	Apaf-1 inh	Gli-Sufu antag	SENP7 block	SENP8 inh	Jurkat NFkB inh
CCCCn1c(N)c(N(CC(C)C)C(=O)CN(C)S(=O)(=O)c2ccc(NC(C)=O)cc2)c(=O)[nH]c1=O
  -6	23	-3	-2	-14	-14	3	-11
Cc1cccc(NC(=O)c2ccc(C(=O)c3ccccc3)cc2)n1
  28	-25	-1	15	-24	41	13	-58
